Wnt bcat act – activators of Wnt/beta-catenin signaling; Wnt/beta-catenin reporter cell assay, activator, plate reader; activation, % at 9.35 µM; 300,000 tested, 1.2% active; AID 743398; in the data active = activation above about 30%, passing the limit was not always enough; inconclusive = no clear call, values can overlap the other calls;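 note: 0% = neutral control wells and 100% = positive control wells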
Tat export inh – E. coli Tat transport inhibition; 340,000 tested, 0.036% active; inhibition, % at 10 µM; E. coli MC4100 TorA-mCherry Tat export, fluorescence;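 active = mean replicate inhibition at least 50% and at least half of replicates individually reaching 50%; inconclusive = only one of the two criteria met; inactive = neither criterion met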;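 note: exported cargo escapes ClpAP degradation while cytoplasmic cargo is degraded and loses fluorescence; 0% = median of neutral control wells and 100% = median of NaSCN control wells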
V-ATPase pH – alters yeast V-ATPase proton transport. S. cerevisiae, pHLuorin cytosolic pH fluorescence. response, % at 10 µM. 350,000 tested, 0.37% active. AID 504577; in the data active = response mostly above about 7.3%, no sharp cut-off; inactive = mostly below about 5.4%; note: actives read high; inactives centre near 0; some compounds called inactive have numbers as strong as hits
CAL PDZ FP-1 – blocks peptide binding to the human CAL PDZ domain; Q9HD26; purified CAL PDZ, TMR-peptide fluorescence polarization, 1 h; inhibition, % at 24.9 µM; 300,000 tested, 0.92% active; AID 602252;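 active = mean inhibition of at least 30% with at least half of replicates also reaching 30%; inconclusive = no clear call, values can overlap the other calls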;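 note: 0% = DMSO neutral control and 100% = excess unlabeled competitor peptide PRC23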
CAL PDZ FP-2 – human CAL PDZ-peptide interaction inhibition. 330,000 tested, 0.02% active. inhibition, % at 20 µM. purified CAL PDZ, TMR-peptide fluorescence polarization, 1 h. Q9HD26. AID 504414;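 active = highest replicate inhibition of at least 40%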;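 note: plate controls were DMSO neutral control wells for no effect and unlabeled competitor peptide control wells for full effect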
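Control set: unlabelled peptide and DMSO controls / Material: purified CerCALP PDZ construct / Timing: 1 h incubation at room temperature before polarization reading / Doses: 20 µM, one dose / Detection: fluorescence polarization (mP)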
MITF act – activators of MITF-driven TRPM1 promoter activity in SK-MEL-5 cells | activation, % at 12.5 µM | 300,000 tested, 0.75% active | SK-MEL-5 TRPM1-promoter luciferase, 24 h; % of positive control, neutral wells = 0;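 active = mean activation of at least 80% with every replicate also reaching 80%; inconclusive = mean reaches 80% but some replicate falls short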;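 note: 0% = neutral control wells and 100% = parthenolide positive control wells; values of inactives mirror those of a sister screen read the other way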
dFosB act – mouse delta FosB homodimer activation; activation, % at 25 µM; purified delta FosB, TAMRA-CDK5 oligo fluorescence polarization; percent of positive-control signal above neutral wells; 340,000 tested, 0.99% active; AID 493131; P13346;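 active = mean activation above about 17%, with every replicate also reaching it, limit read from the data, passing the limit was not always enough; inconclusive = only one of the two conditions met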;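 note: fluorescence polarization rise as delta FosB binds a TAMRA Cdk5 AP-1 oligo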
Target sequence (P13346 whole entry, looked up): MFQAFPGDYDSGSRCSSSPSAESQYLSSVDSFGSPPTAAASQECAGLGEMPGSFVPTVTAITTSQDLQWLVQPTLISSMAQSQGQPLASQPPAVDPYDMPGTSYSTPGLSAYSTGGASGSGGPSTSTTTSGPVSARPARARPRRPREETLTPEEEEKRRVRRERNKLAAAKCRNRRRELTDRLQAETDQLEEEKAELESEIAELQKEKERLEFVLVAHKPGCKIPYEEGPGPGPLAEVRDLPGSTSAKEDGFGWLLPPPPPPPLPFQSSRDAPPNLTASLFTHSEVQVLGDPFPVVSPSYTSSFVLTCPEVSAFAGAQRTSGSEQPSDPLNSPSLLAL
Rtt109 HAT inh – C. albicans Rtt109 histone acetyltransferase inhibition | Q5AAJ8 | purified Rtt109/Vps75, ThioGlo CoA-SH fluorescence, 4 h | inhibition, % at 34.9 µM | 330,000 tested, 0.16% active | AID 540336;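 active = inhibition of at least 50% in every replicate; inconclusive = best replicate reaches 50% inhibition but some replicates fall short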
Target sequence (Q5AAJ8 whole entry, looked up): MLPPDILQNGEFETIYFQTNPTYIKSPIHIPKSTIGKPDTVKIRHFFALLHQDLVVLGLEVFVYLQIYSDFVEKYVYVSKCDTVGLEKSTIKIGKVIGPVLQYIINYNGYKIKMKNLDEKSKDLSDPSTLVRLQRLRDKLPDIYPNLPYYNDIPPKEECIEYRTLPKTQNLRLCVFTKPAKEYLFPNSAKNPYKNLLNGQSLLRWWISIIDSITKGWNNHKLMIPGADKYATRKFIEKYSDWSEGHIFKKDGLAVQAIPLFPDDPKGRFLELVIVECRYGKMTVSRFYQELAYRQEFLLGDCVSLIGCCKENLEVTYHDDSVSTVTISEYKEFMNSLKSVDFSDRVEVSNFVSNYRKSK
cardiac RTF act – cardiac RTF calcium sensitization; P19429+P45379; activation, % at 7.2 µM; AID 493008; IANBD-labeled TnC RTF fluorescence at EC20 calcium; 0% EC20 calcium, 100% full calcium; 340,000 tested, 0.24% active;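 active = activation above the mean over all tested compounds plus 3 SD, cut at about 30% in these data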;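 note: rise in fluorescence read as greater calcium sensitivity of cardiac thin filaments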
CDK5 inh – blocks human CDK5/p35 kinase activity; AID 488839; 330,000 tested, 0.01% active; inhibition, % at 10 µM; Recombinant CDK5/p35, ADP-Glo luminescence, 60 min;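 active = highest replicate inhibition of at least 50% and at least 75% of replicates reaching 50%; inconclusive = only one of the two criteria met; inactive = both criteria failed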;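 note: plate controls were DMSO neutral control for no effect and GW8510 at 10 µM for full effect; many of its hits are not listed in these tables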
Active calls of the source: *; ? = inconclusive; . = not tested or not shown. Random draw from the library; overall some 4.1% were active at least once.

entry | canonical_smiles | Wnt bcat act | Tat export inh | V-ATPase pH | CAL PDZ FP-1 | CAL PDZ FP-2
1 | CCOC(=O)c1c(C)[nH]c(C(=O)C(C)Cl)c1C (configuration not stated) | -6.2 | 3.0 | -0.8 | -4.3 | .
2 | CCOC(=O)C(C)Sc1nnc(-c2ccccc2O)n1-c1ccc(C)cc1 (configuration not stated) | 1.7 | -2.9 | 2.2 | -19.6 | .
3 | COc1ccc(C(=O)OCC(=O)c2c[nH]c3ccccc23)cc1OC | 11.4 | -3.3 | -0.3 | -2.6 | 0.1
4 | CCOCC(=O)Nc1ccc(S(=O)(=O)Nc2ncccn2)cc1 | . | 19.9 | -0.2 | -2.7 | -1.3
5 | O=[N+]([O-])c1ccc(-c2cc(-c3ccncc3)nc3ccc4ccccc4c23)cc1 | -3.5 | -7.2 | -1.3 | -3.2 | -0.3
6 | CSc1nc(SCC(=O)NCc2ccco2)c2c3c(sc2n1)COC(C)(C)C3 | . | 6.6 | 2.5 | 2.0 | .
7 | CCc1ccccc1NC(=O)/C(C#N)=C/c1ccc(Sc2ccccc2)o1 | 16.2 | 10.6 | 4.4 | -6.7 | -2.1
8 | O=C(CSc1ncn[nH]1)Nc1c(F)cc(F)cc1Br | . | -2.2 | -1.9 | . | -2.5
9 | CCCS(=O)(=O)Nc1ccc(N2CCCCC2)c(S(=O)(=O)Nc2ccccc2OC)c1 | -4.1 | 10.3 | -3.8 | 0.9 | -0.9
10 | OC1CCCN(c2c3c(nc4cc(-c5cccc(F)c5)nn24)CCCC3)C1 (configuration not stated) | 14.0 | -3.3 | -2.8 | -5.0 | -3.0
11 | CN(C(=S)NC(=O)c1ccccc1)C1CCCCC1 | 2.8 | -6.8 | -0.9 | -3.9 | -0.7
12 | COc1ccc(CCc2nc(-c3cccs3)no2)cc1 | 10.3 | 2.8 | 1.8 | -0.6 | .

entry | MITF act | dFosB act | Rtt109 HAT inh | cardiac RTF act | CDK5 inh
1 | 5.6 | -11.3 | -3.6 | -1.8 | 3.5
2 | . | -5.3 | -1.6 | 10.6 | 0.0
3 | 13.6 | -8.2 | -4.9 | -1.4 | 0.5
4 | 5.0 | 11.3 | -0.9 | 2.0 | -0.3
5 | 2.2 | 3.3 | -1.5 | -6.0 | -2.5
6 | -37.3 | -5.1 | 1.4 | -1.9 | -4.7
7 | 31.6 | -4.1 | -1.6 | -0.2 | 0.6
8 | 24.3 | -10.1 | -11.2 | 6.5 | -0.4
9 | -0.6 | -18.1 | -3.1 | -17.4 | 0.1
10 | 87.0* | -6.3 | 12.3 | -6.2 | -0.5
11 | 5.3 | -1.4 | -5.7 | 3.1 | 2.4
12 | 51.9 | -8.0 | 15.6 | -4.1 | -1.1

(list continues)
entry | canonical_smiles | Wnt bcat act | Tat export inh | V-ATPase pH | CAL PDZ FP-1 | CAL PDZ FP-2
13 | CN(C)CCOC1(Cc2ccc(F)cc2)CCC(C(C)(C)C)CC1 (configuration not stated) | -2.1 | 9.6 | 3.2 | -2.0 | -0.9
14 | CCN(Cc1ccccc1)S(=O)(=O)c1nc2nc(C)c(C)c(C)n2n1 | . | -0.5 | -3.8 | 2.1 | -1.3
15 | O=C(Nc1ccccc1)c1oc2ccccc2c1NC(=O)C1CC1 | -1.4 | -0.5 | 1.6 | -5.7 | -4.3
16 | CCC(=O)Nc1ccc(/C(C)=N/NC(=O)c2c(-c3ccccc3Cl)noc2C)cc1 | -1.5 | -4.3 | 0.3 | 17.7 | 0.4
17 | COCCC(=O)N1CCC(Oc2ccc(C(=O)N3CCCCC3CCO)cc2)CC1 (configuration not stated) | 0.7 | 1.5 | 2.5 | . | -0.5
18 | CCOC(=O)CSc1nc2c(cnn2-c2ccc(C)cc2)c(=O)[nH]1 | -2.1 | 37.5 | -6.2 | 1.2 | -2.3
19 | COCCNC(=O)CN(c1cc(Cl)ccc1OC)S(C)(=O)=O | -3.4 | -0.7 | -2.2 | -2.9 | -2.0
20 | CCc1cccc(NC(=O)C2CCN(S(=O)(=O)c3ccc4[nH]c(=O)ccc4c3)CC2)c1 | -2.7 | -1.1 | 3.7 | . | -1.4
21 | CC(C)CNC(=O)NC(=O)COC(=O)COc1ccc(Cl)cc1Cl | 0.9 | 0.9 | -2.1 | 45.0* | -0.7
22 | CC(C)(C)c1nnc(NC(=O)c2ccc3c(c2)OCO3)s1 | ? | -4.8 | -2.5 | -4.1 | -3.5
23 | COCCN(Cc1ccco1)C(=O)C1CCCN(c2ncnc3c2nc2n3CCCCC2)C1 (configuration not stated) | 8.1 | 0.0 | 2.6 | -2.7 | -3.2
24 | CCOC(=O)CCc1c(C)c2ccc(OCC(=O)N(CC)CC)c(C)c2oc1=O | . | -1.4 | -0.7 | 11.0 | .
25 | COc1cccc(Cn2c(-c3nonc3N)nc3ccccc32)c1 | . | 8.8 | -5.0 | -3.1 | -0.5
26 | CCCCn1c(N)c(N(CCOC)C(=O)CCc2ccc(OC)cc2)c(=O)[nH]c1=O | 3.6 | -1.5 | -0.2 | -5.4 | 0.2
27 | Cc1ccc2c(c1)cc(CN(Cc1ccco1)C(=O)COc1ccccc1)c1nnnn12 | -5.5 | 4.4 | 5.5 | -1.1 | -0.3

entry | MITF act | dFosB act | Rtt109 HAT inh | cardiac RTF act | CDK5 inh
13 | -37.8 | -8.3 | -2.8 | -2.4 | 0.2
14 | -3.5 | -6.2 | 4.7 | 0.2 | 0.8
15 | 3.7 | -9.7 | -5.0 | 2.7 | -0.6
16 | -4.4 | -9.8 | -13.4 | 1.5 | -0.9
17 | -2.0 | -6.2 | 0.0 | 1.9 | -3.6
18 | -1.3 | 7.7 | -12.9 | 12.6 | -2.9
19 | 0.9 | 1.9 | -1.6 | -4.9 | -0.7
20 | . | -2.1 | -12.3 | 0.5 | -4.5
21 | 4.4 | -8.6 | 4.4 | 1.0 | -0.1
22 | 121.2* | -10.9 | 0.1 | 3.7 | 1.8
23 | -7.3 | -4.4 | 24.9 | 9.2 | -0.1
24 | -6.6 | -6.7 | -10.8 | 5.2 | 0.5
25 | -22.0 | 6.5 | -1.0 | -1.8 | -0.4
26 | -3.6 | -6.6 | 14.2 | 7.0 | -2.1
27 | . | -12.2 | -1.1 | 8.0 | 0.6

Seven entries from above, arranged by heavy-atom count, falling.
entry | canonical_smiles | Wnt bcat act | Tat export inh | V-ATPase pH | CAL PDZ FP-1 | CAL PDZ FP-2
27 | Cc1ccc2c(c1)cc(CN(Cc1ccco1)C(=O)COc1ccccc1)c1nnnn12 | -5.5 | 4.4 | 5.5 | -1.1 | -0.3
20 | CCc1cccc(NC(=O)C2CCN(S(=O)(=O)c3ccc4[nH]c(=O)ccc4c3)CC2)c1 | -2.7 | -1.1 | 3.7 | . | -1.4
16 | CCC(=O)Nc1ccc(/C(C)=N/NC(=O)c2c(-c3ccccc3Cl)noc2C)cc1 | -1.5 | -4.3 | 0.3 | 17.7 | 0.4
24 | CCOC(=O)CCc1c(C)c2ccc(OCC(=O)N(CC)CC)c(C)c2oc1=O | . | -1.4 | -0.7 | 11.0 | .
14 | CCN(Cc1ccccc1)S(=O)(=O)c1nc2nc(C)c(C)c(C)n2n1 | . | -0.5 | -3.8 | 2.1 | -1.3
21 | CC(C)CNC(=O)NC(=O)COC(=O)COc1ccc(Cl)cc1Cl | 0.9 | 0.9 | -2.1 | 45.0* | -0.7
22 | CC(C)(C)c1nnc(NC(=O)c2ccc3c(c2)OCO3)s1 | ? | -4.8 | -2.5 | -4.1 | -3.5

entry | MITF act | dFosB act | Rtt109 HAT inh | cardiac RTF act | CDK5 inh
27 | . | -12.2 | -1.1 | 8.0 | 0.6
20 | . | -2.1 | -12.3 | 0.5 | -4.5
16 | -4.4 | -9.8 | -13.4 | 1.5 | -0.9
24 | -6.6 | -6.7 | -10.8 | 5.2 | 0.5
14 | -3.5 | -6.2 | 4.7 | 0.2 | 0.8
21 | 4.4 | -8.6 | 4.4 | 1.0 | -0.1
22 | 121.2* | -10.9 | 0.1 | 3.7 | 1.8

Entries of single compounds from above. Order of values: Wnt bcat act	Tat export inh	V-ATPase pH	CAL PDZ FP-1	CAL PDZ FP-2	MITF act	dFosB act	Rtt109 HAT inh	cardiac RTF act	CDK5 inh
CC(C)CNC(=O)NC(=O)COC(=O)COc1ccc(Cl)cc1Cl is listed as 0.9	0.9	-2.1	45.0*	-0.7	4.4	-8.6	4.4	1.0	-0.1
COc1cccc(Cn2c(-c3nonc3N)nc3ccccc32)c1 is listed as .	8.8	-5.0	-3.1	-0.5	-22.0	6.5	-1.0	-1.8	-0.4
